MC4R barr agon – agonists of human melanocortin 4 receptor (MC4R) beta-arrestin; U2OS MC4R beta-arrestin complementation, luminescence; percent of melanotan II response, DMSO zero; activation, % at 8.9 µM; actives 0.98% (n = 360,000); AID 540308; P32245;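 active = activation above a per-plate cutoff, the mean activation of sample wells on that plate plus 3 SD, cut at about 8% in these data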
MC4R antagonist – antagonists of human melanocortin 4 receptor (MC4R) | AID 540295 | MC4R-expressing cells, MTII-stimulated cAMP, LANCE TR-FRET | actives 0.48% (n = 360,000) | inhibition, % at 6.5 µM | P32245;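 active = inhibition above its plate's cutoff, the mean of tested wells on that plate plus 3 SD, cut at about 29% in these data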;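 also: 0% = Melanotan II alone and 100% = Melanotan II plus saturating MCL0020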
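Assay system: U2OS-MC4R stable cell line; Also added: Melanotan II; Technique: Eu-cAMP/anti-cAMP TR-FRET, emission 671 nm; Times: 30-min compound, 1-h challenge, 1-h detection, room temperature.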
NR2F2 inh – inhibitors of human COUP-TFII (NR2F2). P24468. HEK293T NGFI-A luciferase reporter, luminescence. inhibition, % at 8.6 µM. actives 0.7% (n = 370,000). AID 686940;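 active = inhibition above a per-plate cutoff, mean inhibition of test wells between control levels plus 3 SD, cut at about 38% in these data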;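 also: cells cotransfected with COUP-TFII expression vector driving the NGFI-A reporter; 0% = median of COUP-TF2 test wells and 100% = reporter-only cells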
LRH-1 inv ag – NR5A2 inverse agonism in reporter assay; inhibition, % at 3.6 µM; actives 0.13% (n = 360,000); O00482; HEK293T StAR-luciferase reporter, LRH-1 transfected, 24 h;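 active = inhibition above the mean inhibition of all tested compounds plus 3 SD, cut at about 73% in these data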;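 also: 0% = DMSO wells and 100% = reporter-only cells lacking LRH-1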
NCOA2 inhibitor – human SRC2 (NCOA2) inhibition; Q15596; HEK293 GAL4-SRC2 luciferase reporter, luminescence; inhibition, % at 9 µM; actives 0.17% (n = 370,000); AID 651957;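 active = inhibition above the mean inhibition of all tested compounds plus 3 SD, set per campaign, cut at about 52% in these data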;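 also: 0% = DMSO treated cells and 100% = cells given Gossypol at 36 µM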
ABHD5-PLIN5 inh – inhibitors of human ABHD5-perilipin-5 interaction; inhibition, % at 4 µM; actives 0.78% (n = 360,000); AID 602281; Split G. princeps luciferase complementation, luminescence, 4 h; Q00G26+Q8WTS1;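 active = inhibition above the mean inhibition across every tested compound plus 3 SD, cut at about 22% in these data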;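 also: 0% = DMSO only wells and the 100% control is not disclosed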
Target sequence (Q00G26 whole entry, looked up): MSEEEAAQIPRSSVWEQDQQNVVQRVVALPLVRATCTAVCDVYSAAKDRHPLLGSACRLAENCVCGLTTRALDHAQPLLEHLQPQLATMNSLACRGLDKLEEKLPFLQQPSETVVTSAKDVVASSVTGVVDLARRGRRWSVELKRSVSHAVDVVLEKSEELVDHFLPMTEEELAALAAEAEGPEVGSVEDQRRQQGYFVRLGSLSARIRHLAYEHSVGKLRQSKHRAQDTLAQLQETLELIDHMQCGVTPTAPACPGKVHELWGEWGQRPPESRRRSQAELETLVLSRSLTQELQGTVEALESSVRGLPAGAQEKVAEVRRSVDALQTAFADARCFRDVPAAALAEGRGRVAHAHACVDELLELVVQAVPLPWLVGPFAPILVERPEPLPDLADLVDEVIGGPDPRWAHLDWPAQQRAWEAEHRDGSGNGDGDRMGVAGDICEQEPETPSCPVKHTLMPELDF
Target sequence (Q8WTS1 whole entry, looked up): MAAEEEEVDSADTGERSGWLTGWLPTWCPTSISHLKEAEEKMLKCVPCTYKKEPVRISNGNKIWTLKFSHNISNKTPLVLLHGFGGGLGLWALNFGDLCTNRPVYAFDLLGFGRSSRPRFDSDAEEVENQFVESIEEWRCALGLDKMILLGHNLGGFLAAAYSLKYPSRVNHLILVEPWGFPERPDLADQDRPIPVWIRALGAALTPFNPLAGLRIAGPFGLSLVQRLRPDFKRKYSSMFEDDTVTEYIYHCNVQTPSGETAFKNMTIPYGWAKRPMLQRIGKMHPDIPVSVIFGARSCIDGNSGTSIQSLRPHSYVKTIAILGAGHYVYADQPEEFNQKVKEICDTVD
TLR9-MyD88 block – blocks human TLR9 binding to MyD88 | Q9NR96+Q99836 | CHO BLA complementation TLR9-MyD88, CCF4 FRET ratio | inhibition, % at 4.98 µM | actives 0.21% (n = 340,000) | AID 504734;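 active = inhibition above the mean over all tested compounds plus 3 SD, cut at about 21% in these data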;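 also: 0% = DMSO only wells and 100% = clavulanate BLA inhibitor control wells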
LMP1 NFkB inh – inhibitors of Epstein-Barr LMP1-induced NF-kappaB reporter | LMP1-induced NF-kappaB luciferase reporter cells, luminescence | inhibition, % at 12.5 µM | actives 0.69% (n = 350,000) | AID 504558; in the data active = inhibition above about 41%;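 also: 0% = neutral control wells and 100% = reference inhibitor control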
NCOA1 inh – human NCOA1 inhibition; Q15788; HEK293 GAL4-SRC1 luciferase reporter, luminescence; inhibition, % at 3.6 µM; actives 0.12% (n = 360,000); AID 588354;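 active = inhibition above the campaign mean plus 3 SD, with each screening campaign given its own cutoff, cut at about 60% in these data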;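 also: 0% = DMSO treated cells and 100% = gossypol at 36 µM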
NOD2-RIPK2 inh – NOD2-RIPK2 protein interaction inhibition. actives 0.38% (n = 360,000). inhibition, % at 4.98 µM. CHO BLA complementation NOD2-RIPK2, CCF4 ratio. O43353; in the data active = inhibition above about 21%;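 also: 0% = vehicle only and 100% = reference blocker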
SRC3 inh – inhibitors of human steroid receptor coactivator 3 (SRC3); inhibition, % at 3.6 µM; actives 0.17% (n = 360,000); HEK293 GAL4-SRC3 luciferase reporter, luminescence; Q9Y6Q9;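 active = inhibition above a per-campaign cutoff, the mean of all compounds plus 3 SD, cut at about 60% in these data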;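 also: 0% = DMSO-treated cells and 100% = gossypol-treated cells at 36 µM; higher means less SRC3-driven luciferase light from the GAL4 reporter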
* = called active by the depositor; / = no result given. These rows are one share of the data; rates above refer to the full screens.

SMILES	MC4R barr agon	MC4R antagonist	NR2F2 inh	LRH-1 inv ag	NCOA2 inhibitor	ABHD5-PLIN5 inh	TLR9-MyD88 block	LMP1 NFkB inh	NCOA1 inh	NOD2-RIPK2 inh	SRC3 inh
CCCCOC(=O)c1ccc(NC(=O)C(=O)NCc2ccccn2)cc1	-0.1	0	19	6	-18	-2	4	3	-9	-9	5
COc1ccccc1/C=C/C(=O)OCC(=O)NCc1ccc2c(c1)OCO2	2.5	3	-13	-13	3	-5	-2	2	-4	2	18
Cc1ccccc1C(=O)Nc1c(C(=O)N2CCN(C)CC2)cnn1-c1ccccc1	-0.5	-3	-7	25	-39	10	-15	5	13	-1	28
CN1CCN(C(CNC(=O)c2ccc(Br)o2)c2ccc(F)cc2)CC1 (stereo not given)	0.1	8	-5	-1	-2	3	-2	-4	13	7	12
O=C(NCc1ccccc1)C1CC(=O)N(c2ccc(OCC(=O)N3CCCC3)cc2)C1 (stereo not given)	-0.9	10	14	9	-11	5	-5	-1	13	4	-1
CCC(=O)Nc1sc(Cc2ccc3c(c2)OCO3)c(C)c1C(N)=O	-0.4	15	13	17	10	2	-8	-6	3	-6	8
CN1/C(=C/C=C(C#N)C#N)C=Cc2ccccc21	-1.1	3	9	-3	-11	0	3	-17	10	-1	21
Cc1cccc(C(=O)OCC(=O)c2ccc3c(c2)OCO3)c1O	-0.7	0	-20	-57	-74	-8	-16	-59	-127	-10	-115
CCCCNC(=O)CSc1nc(N)c(C(=O)Nc2ccc(OC)cc2)s1	-2.1	-6	-19	-20	-28	-10	2	0	-35	3	-6
Cc1ccc(S(=O)(=O)N2CCN(CC(=O)N/N=C/C=C/c3ccccc3)CC2)cc1	-1.3	-3	-11	-8	10	5	1	-4	7	5	7
CN(C)C(=O)c1nc2ccc(Cl)cn2c1CN1CCCC(OCc2cccnc2)C1 (stereo not given)	-0.7	23	14	-16	1	2	-5	3	-4	-10	4
O=C(NC(=S)NN1CCCCC1c1cccnc1)c1ccc(Br)cc1 (stereo not given)	-0.9	17	-6	-19	-3	-6	-7	-3	-44	-12	2
CCOC(=O)c1ccc(NC(=O)CN(Cc2ccc(Cl)cc2)S(C)(=O)=O)cc1	4.6	4	4	16	-4	0	2	1	2	-3	-8
CCCn1nnnc1NCc1ccc(C(C)C)cc1	1.4	11	4	14	8	-4	3	-12	8	-3	-3
C=C(C)c1cccc(C(C)(C)NC(=O)NCCCN2CCCC2=O)c1	-0.8	-1	-10	8	-23	2	2	7	-6	-13	5
O=C(COC(=O)C1(c2ccc(F)cc2)CCCC1)N1CCNC1=O	-2.7	-5	6	-15	-19	0	-6	3	-15	-6	-6
CCOc1ccc(C(=O)NC(C)CCc2ccccc2)cc1 (stereo not given)	0.1	10	11	-32	-26	5	9	11	-2	6	-4
C=CCNC(=O)c1onc(CSc2ccccc2CC)c1C(=O)O	-1.3	0	-16	-5	-18	6	11	2	-1	-2	-51
CC1(C)Oc2ccc(C(=O)NC3CC3)cc2N(CC(=O)N2CCOCC2)C1=O	-1.9	0	-3	7	12	0	-1	10	-11	0	2
COc1ccccc1OCc1nc(-c2ccc([N+](=O)[O-])cc2)no1	-0.8	-3	2	-50	-9	0	-10	1	-28	-2	-4
COc1ccc(C)cc1S(=O)(=O)N1CC(C)OC(C)C1 (stereo not given)	0.6	6	-13	-17	-13	0	-17	-5	3	-1	5
CCOC(=O)c1c(NC(=O)CSc2nc3nc(C)cc(C)n3n2)sc(CC)c1C	0.5	3	-12	5	-13	3	-2	-2	-8	-14	4
COc1ccc(NC(=O)CCS(=O)(=O)c2cc3c(cc2C)NC(=O)CO3)cc1	0.6	15	12	-10	12	-2	1	0	14	-3	-1
CCC(C)NC(=O)C1CCN(c2nc(OC)nc(OC)n2)CC1 (stereo not given)	-0.6	3	0	21	6	0	12	-5	-5	-6	4
CC(C)(C)c1csc(NC(=O)c2cccnc2)n1	-0.3	-1	3	-22	3	-9	-1	7	-36	-1	-13
CC(C)(C)c1cc(CNC(=O)C2CCC(=O)N(Cc3ccccc3F)C2)[nH]n1 (stereo not given)	0.8	4	13	7	-78	5	-7	0	8	-8	5
O=C(COC(=O)C1CC1)Nc1ccc(OC(F)F)cc1	-2.4	-3	-11	-2	-13	1	-18	-1	-12	-9	-7
O=C1c2ccccc2NC(c2ccco2)N1O (stereo not given)	-2.8	0	0	-28	-20	-8	-1	-10	-30	5	-10
CSc1ccc(OC2CCCCC2NS(=O)(=O)c2ccccc2)cc1 (stereo not given)	-0.1	4	-8	12	14	-4	-3	-11	4	3	19
Oc1ccc2ccccc2c1N=Nc1ccccn1	-5.5	5	25	25	24	8	-8	63*	8	-2	13
CN(CCc1ccccc1)C(=O)c1ccc(NC(=O)Cc2ccc(NC(=O)C3CCCN(S(=O)(=O)c4cccc([N+](=O)[O-])c4)C3)cc2)cc1 (stereo not given)	-0.7	-3	8	13	-29	-4	-2	3	-12	-4	0
COc1cc2c(cc1OC)CN(C(=O)c1cc(S(=O)(=O)N3CCOCC3)c(Cl)cc1Cl)CC2	-3.0	8	17	-6	-6	-3	-12	6	-21	3	15
COc1ccc(-c2nc3ccccc3o2)cc1OC	1.6	8	2	2	-49	0	-9	-22	-34	-1	-58
CCCCc1cc(=O)oc2cc(OCc3cc(OC)c(OC)c(OC)c3)c(Cl)cc12	-1.3	4	4	5	6	7	-5	3	5	-1	17
COc1ccc(Nc2nc(NCCN3CCOCC3)nc(Nc3ccc(OC)cc3)n2)cc1	-0.2	1	-32	60	25	6	15	-7	23	-7	3
Cc1cc(OCC(=O)Nc2ccc(N3CCN(C)CC3)cc2)ccc1Cl	-2.6	3	-7	-1	0	4	5	-5	-35	0	2
Nc1nc(-c2cc(O)ccc2[N+](=O)[O-])cc(-c2ccccc2)c1[N+](=O)[O-]	11*	-17	-40	-14	3	1	6	-109	18	-13	-1
O=C(/C=C/c1ccc(OC2CSC2)cc1)c1ccc(Cl)cc1	-2.6	4	-16	-10	-15	-7	-9	-17	6	-8	6
CCOC(=O)c1c(C)nc(-c2ccccc2)nc1NC(=O)CC	-1.1	3	-31	-44	-73	-3	10	-13	-25	-7	-29
Cn1c(SCc2ccccc2F)nnc1-c1cnccn1	3.3	8	-59	-97	-26	8	-3	-22	-66	-3	-59
COc1cc2c(cc1NC(=O)CC1SC(N3CCCC3)=NC1=O)oc1ccccc12 (stereo not given)	-0.5	8	11	8	-35	29*	3	7	-15	11	16
O=C(O)C1CCC(=O)N1Cc1ccc(F)cc1 (stereo not given)	1.4	-1	-16	-2	-3	3	-2	-5	4	-1	11
CCOC(=O)C1=C(C)N(CCCC(=O)O)C(=O)NC1c1ccc(OC)cc1 (stereo not given)	-0.4	5	12	-15	-26	-6	-1	0	-8	-62	8
Cc1ccc(CCNS(=O)(=O)c2c(C)nc3sccn3c2=O)cc1	-0.8	5	22	10	12	5	15	-2	-5	-5	5
O=C(NC1CC2CCCC(C1)N2Cc1ccccc1)c1cccc(Cl)c1 (stereo not given)	-1.1	2	12	17	-7	-1	-9	-2	-16	-2	8

The last two compounds of the part above open the next one.
SMILES	MC4R barr agon	MC4R antagonist	NR2F2 inh	LRH-1 inv ag	NCOA2 inhibitor	ABHD5-PLIN5 inh	TLR9-MyD88 block	LMP1 NFkB inh	NCOA1 inh	NOD2-RIPK2 inh	SRC3 inh
Cc1ccc(CCNS(=O)(=O)c2c(C)nc3sccn3c2=O)cc1	-0.8	5	22	10	12	5	15	-2	-5	-5	5
O=C(NC1CC2CCCC(C1)N2Cc1ccccc1)c1cccc(Cl)c1 (stereo not given)	-1.1	2	12	17	-7	-1	-9	-2	-16	-2	8
Cc1ccnc2nc(C(=O)OCCOc3ccc(Cl)cc3)nn12	-2.3	12	5	-18	13	-4	0	5	-21	-1	1
Nc1ccn([C@@H]2O[C@H](CNS(=O)(=O)c3cc4ccccc4s3)[C@@H](O)[C@H]2O)c(=O)n1	-0.6	-2	1	4	9	-4	3	-5	-18	4	7
COc1ccc(NS(=O)(=O)c2cccc(C(=O)N/N=C/c3cccs3)c2)cc1	0.3	5	5	11	-16	-3	0	-6	-24	1	2
O=C1COc2ccccc2CN1	-0.2	2	-11	6	-63	0	2	-2	6	2	16
COc1ccc(C(C(=O)OCCN(C)C)c2ccccc2)cc1 (stereo not given)	-1.7	6	-3	-8	-19	3	-10	8	-132	-7	-11
CC1=C(C(=O)NCc2ccc(Cl)cc2)C2(CCC(C)CC2)OC1=O (stereo not given)	1.6	-1	8	-15	-13	0	-6	-4	-33	8	14
O=C(NN(C(=O)c1ccccc1)c1cccs1)c1ccccc1	-2.5	6	2	4	4	-1	-3	0	7	-3	-6
COc1cc(/C=c2\sc3n(c2=O)CCCN=3)ccc1O	-1.4	-11	-23	-14	-37	5	9	5	-17	-6	-9
COc1ccc(S(=O)(=O)Nc2cc3c4c(oc3c3ccccc23)CC(C)(C)CC4=O)cc1	-1.4	7	17	16	-25	0	12	5	2	-2	1
C=CCNC(=S)NNC(=O)c1cccc(Br)c1	-2.0	11	3	-7	-10	1	-28	1	-24	-2	7
CCOc1cc(/C=N/NC(=O)c2cccnc2)cc(Br)c1OCC(N)=O	-0.3	4	13	3	13	-3	4	-2	12	2	8
COc1ccc(OCc2n[nH]c(=S)n2N)cc1	-2.7	-1	17	5	-33	-13	-1	-2	17	10	15
CC(=O)Nc1ccc(S(=O)(=O)N(C)CC(=O)Nc2ccc(F)c(F)c2F)cc1	-3.1	-3	16	-3	17	-2	-6	-4	0	-6	-8
COc1ccccc1NC(=O)COC(=O)CCS(=O)(=O)c1ccc(C)cc1	-1.9	8	-2	-22	-41	4	-11	-25	-12	2	-4
CC(C)n1c(N2CCN(CC(=O)Nc3ccc4c(c3)OCCO4)CC2)nc2ccccc21	-0.9	14	11	7	-1	5	-10	13	-13	-9	8
COc1ccc2c(-c3ccc(OCCN4CCCCC4)cc3)c(-c3ccccc3OC)sc2c1	1.8	7	/	21	/	18	1	-47	-19	0	7
COc1ccc(C(=O)COC(=O)c2ccc(Cl)nc2)cc1OC	-0.1	3	21	5	-3	12	3	3	-18	2	10
CC1(c2ccccc2)CC(c2ccccc2)=Nc2ccccc2N1 (stereo not given)	-2.0	5	/	-82	/	6	-10	-6	-82	-5	-31
O=C(NNC(=S)Nc1ccccc1)c1cccc(Br)c1	-2.7	15	-25	-46	-54	0	0	-4	-43	-5	-34
O=C(Cn1c(SCC(=O)NC2CCCC2)nnc1-c1ccncc1)Nc1ccc2c(c1)OCO2	-1.7	-1	-7	-12	-10	7	-5	3	-45	-1	-13
